Screens deposited in PubChem BioAssay by Sanford-Burnham Center for Chemical Genomics.
UBC13 polyUb: human UBC13 polyubiquitination inhibition; AID 485273; 330,000 tested, 0.47% active; UBC13 polyubiquitin chain formation, TR-FRET; inhibition, % at 20 µM; P61088; in the data active = inhibition above about 45%, passing the limit was not always enough
Target sequence (P61088 whole entry, looked up): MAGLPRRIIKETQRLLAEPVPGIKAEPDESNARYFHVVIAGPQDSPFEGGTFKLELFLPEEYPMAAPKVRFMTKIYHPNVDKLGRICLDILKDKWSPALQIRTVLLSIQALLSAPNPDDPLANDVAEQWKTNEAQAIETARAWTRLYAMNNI
MIN6 prolif: induces beta-cell replication in MIN6 cells. proliferation, % at 10 µM. 330,000 tested, 0.29% active. MIN6 cells proliferation, ATPlite luminescence, 48 h; cells starved in 0.2% serum; 100% = growth in 10% serum;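 active = compounds whose signal lies at least 3.5 SD above the mean of all wells on their plate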;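 note: 0% = DMSO-treated cells in low-serum medium and 100% = 10% serum control; some compounds called inactive have numbers as strong as hits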
SENP6 block: inhibitors of human SENP6 protease; inhibition, % at 10 µM; Q9GZR1; 330,000 tested, 1.8% active; Recombinant SENP6 catalytic domain, aminoluciferin luminescence;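 active = inhibition above about 50% at the single tested dose, limit read from the data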;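 note: plate controls were DMSO wells with enzyme for no effect and DMSO wells lacking enzyme for full effect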
SENP8 block-1: blocks human SENP8 cleavage of Nedd8 substrate. 360,000 tested, 0.64% active. AID 602440. recombinant SENP8, Nedd8 substrate fluorescence. Q96LD8. inhibition, % at 20 µM; in the data active = inhibition mostly above about 40%, no sharp cut-off; inactive = mostly below about 27%
Target sequence (Q96LD8 whole entry, looked up): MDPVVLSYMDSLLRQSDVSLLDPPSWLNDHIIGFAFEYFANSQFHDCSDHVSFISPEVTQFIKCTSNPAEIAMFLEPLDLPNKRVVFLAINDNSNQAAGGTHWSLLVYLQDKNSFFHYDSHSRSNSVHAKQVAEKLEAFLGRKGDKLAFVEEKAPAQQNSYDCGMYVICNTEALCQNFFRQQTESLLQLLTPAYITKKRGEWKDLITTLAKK
SENP7 inh: inhibitors of human SENP7 protease; Q9BQF6; recombinant SENP7, Z-RLRGG-aminoluciferin luminescence, 40 min; inhibition, % at 5 µM; 330,000 tested, 1.5% active; AID 434973;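 active = inhibition above about 50% at the single test dose, limit read from the data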;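 note: plate controls were DMSO with enzyme for no effect and no enzyme buffer wells for full effect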
Target sequence (Q9BQF6 706-1050 limits assumed): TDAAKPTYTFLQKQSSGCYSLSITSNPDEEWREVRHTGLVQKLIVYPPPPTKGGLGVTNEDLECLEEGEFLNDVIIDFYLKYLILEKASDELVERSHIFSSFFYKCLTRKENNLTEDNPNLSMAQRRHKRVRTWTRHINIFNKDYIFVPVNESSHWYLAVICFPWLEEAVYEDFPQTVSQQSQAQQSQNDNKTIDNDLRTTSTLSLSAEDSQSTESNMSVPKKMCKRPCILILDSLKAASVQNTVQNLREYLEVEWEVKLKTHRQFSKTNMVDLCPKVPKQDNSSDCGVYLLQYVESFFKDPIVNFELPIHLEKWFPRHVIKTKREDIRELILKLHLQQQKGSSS
SENP1 inh: SENP1 (human) catalytic domain inhibition. 360,000 tested, 0.21% active. AID 624204. inhibition, % at 10 µM. recombinant SENP1 catalytic domain, CyPet-SUMO1-YPet FRET cleavage. Q9P0U3;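 active = inhibition at least 30% at 10 µM, raw YFP signal under a set limit, fluorescence ratio 0.5 to 1.5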;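 note: 0% = enzyme with DMSO and 100% = no enzyme wells; some results filed as inactive read as strong as hits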
Target sequence (Q9P0U3 419-644 limits assumed): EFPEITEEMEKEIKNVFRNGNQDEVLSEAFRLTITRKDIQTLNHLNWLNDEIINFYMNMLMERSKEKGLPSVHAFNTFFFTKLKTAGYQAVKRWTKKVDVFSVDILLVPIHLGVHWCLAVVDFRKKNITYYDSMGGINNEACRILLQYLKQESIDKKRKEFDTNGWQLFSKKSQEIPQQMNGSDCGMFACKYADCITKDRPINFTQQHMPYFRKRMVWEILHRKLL
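Material – human SENP1 catalytic domain · Input – SENP1 enzyme, 20 pM final · Compound dosing – single concentration of 10 µM compound, 0.5% DMSO final · Timing – enzyme reaction for 50 min at room temperature, dark · Measured by – FRET fluorescence in CFP and YFP emission channels · Control set – no-enzyme wells low, DMSO-plus-enzyme wells high control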
SENP8 block-2: SENP8 protease inhibition. purified SENP8, Z-RLRGG-aminoluciferin cleavage, luminescence. Q96LD8. AID 2540. 330,000 tested, 1.2% active. inhibition, % at 10 µM; in the data active = inhibition above about 50%
PfGluPho inh: PfG6PD (Plasmodium falciparum) enzyme inhibition. PfGluPho enzyme, NADPH resazurin-diaphorase fluorescence. inhibition, % at 20 µM. 350,000 tested, 0.78% active;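 active = inhibition reaching at least a set limit at 20 µM in the primary screen, cut at about 59% in these data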;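 note: 0% = DMSO wells with substrate and 100% = DMSO wells lacking glucose-6-phosphate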
HKDC1 inh: blocks human hexokinase HKDC1 activity | Q2TB90 | recombinant HKDC1, G6PDH/diaphorase resazurin coupled fluorescence | inhibition, % at 20 µM | 340,000 tested, 0.16% active | AID 493160;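 active = inhibition above about 35% when tested at 20 µM, limit read from the data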;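 note: plate controls were DMSO wells with enzyme for no effect and DMSO wells lacking enzyme for full effect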
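Test system: recombinant HKDC1 (HK5) hexokinase enzyme, produced in-house; Amount: enzyme 5 µg/mL final; Buffer or medium: Tris pH 8.0 buffer with MgCl2, Tween-20, BSA, BME; Reagent: glucose and ATP substrates; Doses: 20 µM test compound, 1% DMSO; Incubation: 90 min reaction incubation at room temperature, dark; Detection: resorufin fluorescence at 613 nm.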
* marks the source's active call; other numbers are inactive results; / = not tested or not shown; & = joins results of further samples.

Value order: UBC13 polyUb	MIN6 prolif	SENP6 block	SENP8 block-1	SENP7 inh	SENP1 inh	SENP8 block-2	PfGluPho inh	HKDC1 inh
CCn1c(SCC(=O)Nc2ccccc2)nc2ccccc2c1=O
 : 5	-1	8	13	-7	4	3	-3	2
COc1ccc(NC(=O)CCC(=O)c2ccc(Cl)cc2)cn1
 : -15	-2	2	-28	-8	-32	7	22	10
COc1ccc(NC(=O)C(=O)NCC(c2ccco2)N2CCc3ccccc32)cc1 (stereo not drawn)
 : 2	-3	6	8	6	4	-4	-12	-6
CCC(C)(C)C1CCC2(CC1)NC(=O)N(CC(=O)Nc1cc(C(F)(F)F)ccc1N1CCOCC1)C2=O (stereo not drawn)
 : -1	-6	-14	-8	0	0	-2	10	3
N/C(=N\OC(=O)c1ccc2c(c1)OCO2)c1ccc([N+](=O)[O-])cc1
 : 6	-3	-23	19	2	2	8	8	-11
CCC(=O)NCc1c(Cl)cccc1-n1cccc1
 : 11	0	12	15	-3	0	-3	-8	-12
Oc1ccc(Br)cc1-c1cc(-c2ccccc2)n[nH]1
 : 18	-4	-17	21	1	2	-21	8	1
O=c1cc(-c2ccccc2)cc(-c2ccccc2)n1O
 : -1	-4	-9	-13	0	2	-14	-37	-8
COc1ccc(F)cc1C(=O)C1CCCN(C(=O)CCc2ccccn2)C1 (stereo not drawn)
 : 9	-2	-41	-7	-1	1	30	0	-11
Cc1cc(C)c2c(N)c(C(=O)c3ccc(Cl)cc3Cl)sc2n1
 : -8	0	-19	-2	-1	-112	-16	2	15
COc1ccc(CCNC(=O)c2cc(-c3cc(Cl)ccc3O)n[nH]2)cc1OC
 : 11	-1	-8	16	2	0	1	-27	-4
CC(C)(C)CN1CCN(Cc2cccnc2)CC1CCO (stereo not drawn)
 : -6	-1	9	21	-2	4	-1	-15	-5
O=C(NCc1ccco1)c1ccc([N+](=O)[O-])o1
 : -11	-4	24	27	-2	1	-8	9	1
Cc1noc(N)c1C(=O)Nc1ccccc1F
 : 11	-3	0	37	8	-2	-1	-14	-6
CN(C)CCNC(=O)Cn1ccc2cc(S(=O)(=O)N3CCCCCC3)ccc21
 : 5	-3	3	3	-9	1	-2	9	-7
O=[N+]([O-])c1ccc(N2CCN(S(=O)(=O)c3ccccc3)CC2)cc1
 : -2	-3	6	19	-6	-2	1	0	4
CCOC(=O)C1CCN(S(=O)(=O)c2ccc3c(c2)CCCN3C(C)=O)CC1
 : -9	1	-2	8	10	0	2	1	-8
O=S(c1ccccc1)c1ccccc1
 : /	/	/	10	/	1	/	-12	-5
O=c1c2ccccc2oc2nc(-c3ccco3)n(Cc3ccccc3)c(=O)c12
 : -11	0	-5	10	24	0	9	-11	-1
COc1cc(C(C)=O)ccc1OCC(O)CN1CCN(c2ccc(C)cc2C)CC1 (stereo not drawn)
 : -6	-2	9	9	6	0	-1	-16	-3

Profiles, looked up by structure. Order of screens: UBC13 polyUb, MIN6 prolif, SENP6 block, SENP8 block-1, SENP7 inh, SENP1 inh, SENP8 block-2, PfGluPho inh, HKDC1 inh
Listed for O=C(NCc1ccco1)c1ccc([N+](=O)[O-])o1 → -11, -4, 24, 27, -2, 1, -8, 9, 1
Listed for COc1ccc(NC(=O)C(=O)NCC(c2ccco2)N2CCc3ccccc32)cc1 (stereo not drawn) → 2, -3, 6, 8, 6, 4, -4, -12, -6

Next part.
Value order: UBC13 polyUb	MIN6 prolif	SENP6 block	SENP8 block-1	SENP7 inh	SENP1 inh	SENP8 block-2	PfGluPho inh	HKDC1 inh
Clc1ccc(/C=N/Nc2nnc(Cl)c3ccccc23)cc1
 : -11	-4	-20	14	22	0	-8	7	13
COc1ccc(C2C=C(C)Nc3nc(SC)nn32)cc1 (stereo not drawn)
 : 7	-2	9	-476	-25	-124	-5	-4	-5
COc1ccc(CN2CCC(CO)(CCOc3ccccc3)CC2)c(OC)c1C
 : 18	-5	3	11	-4	3	3	-1	-5
O=C(COC(=O)c1cccnc1Nc1cccc(C(F)(F)F)c1)NC1CCS(=O)(=O)C1 (stereo not drawn)
 : 3	0	-17	-147	3	2	-1	13	-7
CCOC(=O)Cc1c(C)[nH]n(-c2ccccc2)c1=O
 : 0	6	-4	25	2	-1	4	7	1
CCOC(=O)COc1nc(OC)nc(N2CCOCC2)n1
 : -6	1	-9	16	5	2	3	-9	-4
CCC(=O)N1CCc2cc(S(=O)(=O)CCC(=O)Nc3ccc(OC)c(OC)c3)ccc21
 : -5	-4	3	5	11	1	8	-1	-4
Cc1cccn2c(=O)c3cc(C(=O)NCCN4CCOCC4)c(=N)n(Cc4cccnc4)c3nc12
 : -13	-7	3	-456	4	-31	6	-2	-2
O=C(NCCS(=O)(=O)N1CCN(c2ccccc2F)CC1)c1cc(=O)c2ccccc2o1
 : 6	0	6	9	1	-2	-2	13	-5
Cc1ccc(/C=C/C(=O)OCC(=O)Nc2cccnc2Cl)o1
 : 1	-2	-2	10	6	-2	0	8	1
COc1ccc(CCNC(=O)CCn2c(=O)c3ccccc3n(CC(=O)NCC3CCCO3)c2=O)cc1OC (stereo not drawn)
 : -16	-3	-13	20	-6	-1	-10	-4	-3
Cc1ccc(S(=O)(=O)c2cc3ccccc3oc2=Nc2ccc3c(c2)OCCO3)cc1
 : -10	0.0*	0	18	2	2	9	5	-4
CCOC(=O)Cc1csc(NC(=O)c2ccc(S(=O)(=O)N3CCCCC3)cc2)n1
 : -6	-1	11	6	9	1	-1	-11	-5
C[C@H](CO)N1C[C@H](C)[C@@H](CN(C)C(=O)Nc2ccc(C(F)(F)F)cc2)Oc2c(NC(=O)Nc3ccc4c(c3)OCO4)cccc2C1=O
 : 2	-4	-7	-2	6	1	-4	21	0
Cc1ccc(Cn2nc(C)c(NC(=O)c3cc(-c4ccco4)on3)c2C)cc1
 : -4	-2	3	8	-4	1	1	-3	-9
COc1ccccc1C(=O)O/N=C(\N)c1ccccn1
 : -6	-2	53*	15	9	4	38	9	-4
O=C(NCCN1CCCC(O)C1)c1cc(COc2ccc(F)cc2Cl)on1 (stereo not drawn)
 : 3	2	-13	6	1	0	-5	-7	-1
O=C(c1cccc(S(=O)(=O)N2CCOCC2)c1)N1CCCC1
 : 9	-2	-2	20	9	0	-2	-14	-1
COc1ccc(/C=C2/SC(=S)N(CC(=O)O)C2=O)cc1OCc1ccc(Cl)cc1
 : -6	-4	0	-16	5	-30	-5	2	7
CN(C)C1(CNC(=O)CC(NC(=O)c2ccccc2Cl)c2ccccc2)CCCCC1 (stereo not drawn)
 : 8	2	-4	24	9	0	-1	-8	-2
CC1CCN(C(=O)Cn2nnc(-c3cccs3)n2)CC1
 : -6	-4	-2	9	-5	-2	-7	14	-15
COc1cc(/C=C(\NC(=O)c2ccccc2)C(=O)NCC(=O)O)c([N+](=O)[O-])cc1OC
 : -7	0	10	-6	8	-2	-1	12	-10
CCOc1ncccc1C(=O)NCC(c1ccco1)N1CCCCC1 (stereo not drawn)
 : -5	-3	-8	-4	-5	2	-4	-5	-4
O=C(CC1CCCC1)Nc1nnc(C2CC2)s1
 : 8	3	0	20	7	0	7	15	-1
O=C(CSc1nnc(-c2ccncc2)n1CC1CCCO1)NCc1ccccc1 (stereo not drawn)
 : 4	-2	11	24	4	1	0	3	0
CN(C[C@H](Cc1ccccc1)N(C[C@H](Cc1cccc2ccccc12)N(CCc1ccccc1)N=O)N=O)N=O
 : -31	-7	-17	12&1	11	-2&-2	-5	11	6
Cc1ccc(S(=O)(=O)n2[nH]c(=O)cc2N)cc1
 : -2	-6	4	8	-4	2	-3	0	-7
O=C(NCC1COc2ccccc2O1)C1CCC(CNc2c(N3CCCCC3)c(=O)c2=O)CC1 (stereo not drawn)
 : 2	-3	-4	15	3	2	-12	4	-4
CN1CCC(=NNC(=O)CSCc2ccccc2)CC1
 : 3	1	-36	10	-1	-2	-6	0	-16
CCOC(=O)C(CC)Sc1nnc2n1C(C)(C)Cc1ccccc1-2 (stereo not drawn)
 : -7	-1	-1	8	-6	-1	2	-2	-5

Seven entries drawn at random from the list so far:
Value order: UBC13 polyUb	MIN6 prolif	SENP6 block	SENP8 block-1	SENP7 inh	SENP1 inh	SENP8 block-2	PfGluPho inh	HKDC1 inh
COc1cc(/C=C(\NC(=O)c2ccccc2)C(=O)NCC(=O)O)c([N+](=O)[O-])cc1OC
 : -7	0	10	-6	8	-2	-1	12	-10
CC1CCN(C(=O)Cn2nnc(-c3cccs3)n2)CC1
 : -6	-4	-2	9	-5	-2	-7	14	-15
CN(C[C@H](Cc1ccccc1)N(C[C@H](Cc1cccc2ccccc12)N(CCc1ccccc1)N=O)N=O)N=O
 : -31	-7	-17	12&1	11	-2&-2	-5	11	6
O=C(CSc1nnc(-c2ccncc2)n1CC1CCCO1)NCc1ccccc1 (stereo not drawn)
 : 4	-2	11	24	4	1	0	3	0
O=C(NCC1COc2ccccc2O1)C1CCC(CNc2c(N3CCCCC3)c(=O)c2=O)CC1 (stereo not drawn)
 : 2	-3	-4	15	3	2	-12	4	-4
CCOC(=O)C(CC)Sc1nnc2n1C(C)(C)Cc1ccccc1-2 (stereo not drawn)
 : -7	-1	-1	8	-6	-1	2	-2	-5
Cc1ccc(S(=O)(=O)n2[nH]c(=O)cc2N)cc1
 : -2	-6	4	8	-4	2	-3	0	-7

(listing goes on)
Value order: UBC13 polyUb	MIN6 prolif	SENP6 block	SENP8 block-1	SENP7 inh	SENP1 inh	SENP8 block-2	PfGluPho inh	HKDC1 inh
O=c1c(Cc2ccc(F)cc2)c(O)ccn1CCCn1ccnc1
 : 6	-1	10	3	-4	3	-4	20	-2
CCOc1ccccc1NC(=O)c1nnn(-c2ccc3c(c2)OCCO3)c1N
 : 7	4	-14	17	0	2	-1	2	3
COc1ccc2nc(NC(=O)CNS(=O)(=O)c3cccs3)sc2c1
 : 5	-1	0	1	3	1	3	-10	1
CC(C)C(OC(=O)c1ccco1)C(=O)NCc1cccs1 (stereo not drawn)
 : 0	-3	7	13	-8	1	-5	6	-4
N#Cc1c(-c2ccc(Cl)cc2)c2c([nH]c1=O)-c1ccccc1OC2
 : 4	-2	-6	-440	-1	-32	-4	-26	8
O=c1[nH]c2ccc(NCc3ccc(OCc4ccccc4Cl)cc3)cc2[nH]1
 : -11	-3	-14	-74	-4	0	-18	0	4
Cc1ccccc1Oc1nc2c(C)cccn2c(=O)c1/C=C(\C#N)C(=O)NC1CCS(=O)(=O)C1 (stereo not drawn)
 : 16	-1	-21	-442	-3	-41	-6	13	4
